Assay outcomes as filed in PubChem BioAssay.
Cneo AK release – Cryptococcus neoformans lysis via adenylate kinase release | C. neoformans lysis, adenylate kinase release luminescence, 4 h; normalised: neutral wells 0, clomiphene wells 100 | 360,000 compounds, 0.2% hits | AID 651654 | lysis activity, % at 15 µM;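 active = mean lysis activity across replicates of at least 80%, whatever share of replicates individually reach that level; inactive = mean lysis activity below 80%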
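Test system: log-phase Cryptococcus neoformans yeast cells. Input: 5 × 10^6 yeast cells/mL. Medium: fresh YPD growth medium. Doses: single dose. Incubation: static 4 h at 37 °C with compound, 1 h detection. Measured by: luminescent adenylate kinase detection reagent. Read-out: signal increase indicating cell lysis. Benchmarks: Clomiphene.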
PGC1a acetyl inh – PGC1a acetylation modulation, inhibitor mode; inhibition, % at 15.6 µM; U2OS PGC1a acetylation, AlphaScreen anti-acetyl-lysine; with virally co-expressed GCN5 acetyltransferase; 350,000 compounds, 0.17% hits;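 active = every replicate shows inhibition of at least 40%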;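 also: 0% = neutral control wells and 100% = positive control wells; some results beyond the cut were filed as inactive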
PglD inh – PglD (C. jejuni) enzyme inhibition. purified PglD enzyme, DTNB colorimetric CoA detection. inhibition, % at 12.5 µM. 360,000 compounds, 0.098% hits. AID 602405; in the data active = inhibition above about 16%, passing the limit was not always enough; also: strong numbers were not always called active
E-sel inducer – induces E-selectin expression in human endothelial cells | HUVEC E-selectin immunofluorescence imaging; normalized: neutral wells 0, TNF-alpha wells 100 | P16581 | 260,000 compounds, 0.37% hits | AID 686992 | activation, % at 7.58 µM;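 active = mean E-selectin-positive cell signal at least 10% of the positive control, reached in at least 60% of replicates, without over 20% cell loss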;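 also: in these data hits start at about 27%; measured in HUVEC primary endothelial cells; signal is the percent of cells scored E-selectin positive by PE staining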
Target sequence (P16581 whole entry, looked up): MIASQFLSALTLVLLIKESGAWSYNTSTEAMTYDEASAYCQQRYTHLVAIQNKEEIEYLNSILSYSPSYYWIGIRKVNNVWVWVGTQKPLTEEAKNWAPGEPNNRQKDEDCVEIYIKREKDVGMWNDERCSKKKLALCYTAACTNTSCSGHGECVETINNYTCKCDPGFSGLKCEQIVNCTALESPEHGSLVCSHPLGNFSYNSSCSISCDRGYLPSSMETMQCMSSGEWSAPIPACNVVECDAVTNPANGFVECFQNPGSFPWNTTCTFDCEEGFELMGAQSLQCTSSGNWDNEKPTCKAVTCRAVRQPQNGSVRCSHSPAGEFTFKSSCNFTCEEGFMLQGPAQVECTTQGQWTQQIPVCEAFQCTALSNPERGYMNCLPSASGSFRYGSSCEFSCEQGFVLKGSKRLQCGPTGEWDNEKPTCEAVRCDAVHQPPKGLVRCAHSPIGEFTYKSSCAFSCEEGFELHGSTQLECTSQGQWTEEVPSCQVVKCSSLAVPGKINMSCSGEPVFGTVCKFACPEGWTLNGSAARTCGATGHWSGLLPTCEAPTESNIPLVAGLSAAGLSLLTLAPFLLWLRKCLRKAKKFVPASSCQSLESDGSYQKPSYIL
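Material: HUVEC primary endothelial cells; Amount: 3,000 cells per well; Dosing: single concentration; Medium: EGM-2 growth medium on 0.1% gelatin-coated wells; Read-out basis: percent E-selectin-positive cells; Signal: immunofluorescence imaging; Control set: TNF-alpha, DMSO.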
ERAP1 inh – ERAP1 (human) enzyme inhibition. Q9NZ08. recombinant ERAP1, Leu-AMC fluorescence, 60 min. inhibition, % at 10.7 µM. 340,000 compounds, 0.15% hits. AID 652197;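 active = mean replicate inhibition of at least 30%, or all replicates individually reaching that 30% level; inactive = mean below 30% and not every replicate reaching it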;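 also: 0% = neutral control wells and 100% = L-leucinethiol positive control wells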
miR-122 sensor – blocks miR-122 activity in Huh7 sensor cells; Huh7 miR-122 Renilla luciferase sensor, 48 h; neutral wells = 0, positive control = 100; activation (reporter increase), % at 12.5 µM; 340,000 compounds, 0.3% hits; AID 602342;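 active = mean replicate activation score at least 90 and every replicate individually at or above 90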;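 also: higher luciferase means less miR-122 activity so hits act as miR-122 inhibitors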
RAD54 inh – RAD54 (human) branch migration inhibition. Q92698. RAD54 Holliday junction branch migration, FAM/BHQ fluorescence. inhibition, % at 10.4 µM. 360,000 compounds, 0.14% hits;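 active = mean normalized replicate activity at least 40 and at least half of replicates scoring 40 or more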;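 also: 0% = median of neutral control wells and 100% = median of positive control wells; inhibitors cause a drop in the FAM fluorescence signal; in these data hits start at about 50%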
RAD52 anneal inh – inhibitors of human RAD52 DNA annealing; recombinant RAD52 DNA annealing, FRET fluorescence; 360,000 compounds, 0.46% hits; P43351; inhibition, % at 18.7 µM;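 active = every replicate showing at least 50% inhibition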
Target sequence (P43351 whole entry, looked up): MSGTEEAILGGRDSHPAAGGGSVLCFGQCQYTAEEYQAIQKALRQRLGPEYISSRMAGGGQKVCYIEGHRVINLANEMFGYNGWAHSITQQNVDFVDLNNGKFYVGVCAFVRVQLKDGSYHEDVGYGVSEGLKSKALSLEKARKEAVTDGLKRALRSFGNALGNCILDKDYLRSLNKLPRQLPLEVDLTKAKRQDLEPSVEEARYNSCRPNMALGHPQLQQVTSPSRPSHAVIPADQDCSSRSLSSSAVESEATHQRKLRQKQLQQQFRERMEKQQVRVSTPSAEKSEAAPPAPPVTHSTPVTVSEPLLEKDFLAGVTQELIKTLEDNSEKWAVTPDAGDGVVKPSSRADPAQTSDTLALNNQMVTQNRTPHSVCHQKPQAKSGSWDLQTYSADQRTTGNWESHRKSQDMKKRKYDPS
* marks the source's active call; other numbers are inactive results; . = no result given; [ ] = another dose, or the depositor's remark.

compound | Cneo AK release | PGC1a acetyl inh | PglD inh | E-sel inducer | ERAP1 inh | miR-122 sensor | RAD54 inh | RAD52 anneal inh
COCCNC(=O)[C@@]1(C)C=C[C@@H](Cc2ccccc2)N1C(=O)c1ccccc1 | 2.1 | -2.0 | 8.2 | 0.0 | 2.2 | -4.8 | 6.6 | -1.6
CSC1=C(C#N)C(c2ccncc2)C(C(=O)Nc2ccccc2)=C(C)N1 (configuration not stated) | -0.7 | 0.1 | 0.3 | 1.0 | 0.2 | 12.5 | -0.9 | -11.1
CCOc1ccc(OCCCC(=O)Nc2cc(S(=O)(=O)N3CCOCC3)ccc2N2CCOCC2)cc1 | -3.1 | 2.2 | -1.8 | 0.2 | -1.6 | -5.0 | -1.1 | 1.3
Cc1cccc(NC(=O)c2cc(NC(=O)C3CC=CCC3C(=O)O)ccc2N2CCOCC2)c1 (configuration not stated) | 0.0 | 6.3 | 1.4 | . | . | 4.6 | 10.8 | .
Cc1nc2ncnn2c(N2CCCC(C(=O)Nc3ccc4c(c3)CCC4)C2)c1C (configuration not stated) | 0.7 | -14.2 | -0.1 | . | . | -10.9 | -7.9 | .
O=C(Cn1cnc2c(nnn2Cc2ccccc2F)c1=O)NCC1CCCO1 (configuration not stated) | 2.0 | 8.4 | -0.7 | . | . | -1.9 | -2.2 | .
COc1ccc(CCN2Cc3c(cccc3[N+](=O)[O-])C2=O)cc1OC | -0.2 | 3.3 | -11.8 | . | -1.2 | -4.5 | -6.3 | -3.9
O=C(OCc1nnc(-c2ccccc2)o1)c1ccc2ccccc2n1 | -1.1 | -4.7 | 8.5 | . | . | 0.8 | 2.8 | .
COc1ccc(-c2ccc3c(c2)[C@H]2[C@H](CCN2C(=O)c2cccc(F)c2)[C@H](CO)N3)cc1 | -7.5 | 8.0 | 3.1 | 0.2 | -0.9 | -7.8[16.7 µM] | 0.1 | -45.2
CC=Cc1ccc2n(c1=O)C[C@@H]1N[C@H]2[C@H](C(=O)NC2CCCC2)[C@H]1CO (mixture of isomers) | . | -0.4 | . | -0.2 | 1.3 | . | . | -6.4
COc1cc(C(=O)Nc2ccc3c(c2)OCO3)ccc1-n1cnnn1 | -0.6 | -10.6 | 3.0 | . | . | 10.9 | 4.7 | .
COc1ccc(CN(C)C[C@@H]2OCCCC[C@H](C)Oc3ccc(NC(=O)Nc4ccc(OC)cc4)cc3C(=O)N([C@@H](C)CO)C[C@@H]2C)cc1 | 2.2 | -19.3 | -1.3 | -0.1 | -0.9 | 6.6[16.7 µM] | -1.6 | 7.4
CO[C@@H]1CN(C)C(=O)c2cc(NC(=O)NC(C)C)ccc2OC[C@H](C)N(CCC(F)(F)F)C[C@H]1C | -2.0 | -1.6 | 5.1 | -0.3 | . | 24.3[16.7 µM] | 13.0 | .
O=C(COC(=O)c1ccccc1)NCC1COc2ccccc2O1 (configuration not stated) | -1.2 | . | -4.5 | -0.4 | -4.4 | -4.8 | 18.9 | -41.2
Cc1cc(Br)ccc1OCc1nc(-c2cccnc2)no1 | 0.0 | -6.3 | -2.2 | . | . | -2.5 | -4.4 | .
Cc1csc(NC(=O)CSc2nc3nc(C)cc(C)n3n2)n1 | . | 9.3 | . | 4.6 | 0.3 | . | . | -12.6
Cc1noc(C)c1NC(=O)N(C)C[C@@H]1OCCCC[C@@H](C)Oc2ccc(NC(=O)Nc3cccc4ccccc34)cc2C(=O)N([C@@H](C)CO)C[C@H]1C | 2.7 | -0.4 | -4.0 | 0.1 | . | -4.9[16.7 µM] | -9.5 | .
CCNC(=O)[C@@H]1[C@@H](CO)[C@@H]2Cn3c(ccc(C4=CCCC4)c3=O)[C@@H]2N1C(=O)CC1CC1 | -0.1 | . | 10.7 | 0.5 | -0.1 | 6.3[16.7 µM] | -0.6 | -9.8
O=C(C[C@H]1C[C@@H]2c3cc(NC(=O)c4cccnc4)ccc3O[C@@H]2[C@@H](CO)O1)NCCc1ccccc1 | 80.8* | 5.1 | 4.7 | 0.5 | 1.1 | 10.2[16.7 µM] | -4.6 | 2.2
Cc1noc(C)c1CSc1nnc(-c2ccccc2)n1Cc1ccco1 | -0.5 | -4.1 | -1.0 | . | . | 3.9 | -10.3 | .
O=C(O)C[C@@H]1CC[C@H]2[C@@H](COC[C@H](O)CN2S(=O)(=O)c2ccc(Oc3ccccc3)cc2)O1 | -0.5 | 0.4 | -0.7 | 0.0 | . | -0.1[16.7 µM] | 4.1 | .
CN(C)/C=C/C(=O)c1ccc([N+](=O)[O-])c(CS(=O)(=O)c2ccc(Cl)cc2)c1 | -0.7 | . | -0.7 | -0.1 | 5.4 | . | 5.6 | 3.2
C[C@@H]1CCCCO[C@@H](CN(C)C(=O)CCC(F)(F)F)[C@H](C)CN([C@H](C)CO)C(=O)c2cc(NS(=O)(=O)c3ccc(Cl)cc3)ccc2O1 | 0.9 | -2.6 | 4.5 | -0.1 | 1.5 | -19.1[16.7 µM] | -1.3 | 13.1
CCn1cc(CCC(=O)NCCN2CCOCC2)c2ccccc21 | 1.0 | -5.5 | -3.1 | 1.0 | 2.5 | -7.2 | -5.0 | -7.4
COc1ccc(C(=O)CN2C(=O)c3ccccc3S2(=O)=O)cc1 | 5.0 | -5.6 | 4.3 | . | -0.1 | 4.5 | -8.9 | -0.6
Cn1cnc(S(=O)(=O)N2CCN(c3ccc(Cl)cc3)CC2)c1 | 0.2 | . | -1.9 | . | 4.7 | . | 13.6 | -2.3
O=C(CCl)NN1C(=O)NC(c2ccccc2)(c2ccccc2)C1=O | -0.1 | 3.5 | -4.1 | 0.3 | -3.9 | -11.5 | -1.3 | -4.2
Cc1ccccc1S(=O)(=O)N1CC[C@@H]2[C@H]1c1cc(-c3ccccc3)ccc1N[C@@H]2CO | -5.5 | 6.1 | 2.5 | -0.5 | 1.8 | 0.5[16.7 µM] | 2.8 | 7.7
Cc1cc(C)cc(OC(C)C(=O)Nc2ccc3c(c2)n(C)c(=O)n3C)c1 (configuration not stated) | -0.2 | -16.1 | -2.8 | 0.1 | 7.9 | 1.8 | 1.4 | -6.2
O=C(NCc1ccccc1)[C@H]1N[C@H]2c3cccc(=O)n3C[C@H]2[C@@H]1CO | -3.4 | . | 2.8 | 0.0 | -1.6 | . | -6.5 | 1.3
CCCC1C(=O)N2C(N(C)C)=Nc3ccc(C)cc3N2C1=O (configuration not stated) | -0.8 | -10.7 | -0.4 | 2.6 | -1.6 | 1.6 | 6.5 | -27.6
Cc1cc(C(=O)N/N=C/c2cc(Br)c(Br)o2)n[nH]1 | -0.6 | 1.8 | 4.3 | . | -3.9 | 0.7 | -0.7 | -19.9
COCCCN(C(=O)Cc1coc2cc(C)c(C)cc12)c1c(N)n(Cc2ccccc2)c(=O)[nH]c1=O | . | 7.2 | . | 2.2 | -1.0 | 3.5 | . | -10.9
COc1ccc(NC(=O)N2CCCC(C(=O)Nc3cccc(C)c3C)C2)cc1 (configuration not stated) | . | . | . | -0.3 | -4.5 | -11.4 | . | -5.1
COc1ccc(-c2ccc(CN3C(CC(C)C)C(=O)N(Cc4cn(CCC5OCCO5)nn4)CCS3(=O)=O)cc2)cc1OC (configuration not stated) | -2.0 | -17.8 | -3.0 | -0.2 | -2.0 | 1.3 | -20.0 | 2.1
COc1cccc(NC(=O)N(C)C[C@@H]2OCc3ccccc3-c3ccccc3C(=O)N([C@@H](C)CO)C[C@@H]2C)c1 | -2.1 | 0.0 | -29.1 | -1.7 | 1.4 | . | 0.7 | 1.8
Cc1nn(CCOc2ccccc2)c(=O)n1-c1ccc(F)cc1 | 4.6 | 3.3 | -1.2 | . | . | 0.1 | 4.4 | .
Cc1noc(C)c1NC(=O)N(C)C[C@H]1Oc2c(NC(=O)C3CC3)cccc2C(=O)N([C@@H](C)CO)C[C@@H]1C | 4.8 | 4.3 | 2.3 | -0.6 | 2.0 | 7.4[16.7 µM] | 11.7 | 6.5
Cc1ccc(NC(=O)CC2NCCNC2=O)cc1Cl (configuration not stated) | . | -4.0 | . | -0.3 | -0.9 | . | . | -12.7
CCCCC/C=C/C1=CC(=O)C[C@H](c2ccc(OC)cc2)C1 | -2.5 | 2.6 | -3.2 | -0.2 | 1.7 | 0.5 | 8.5 | -19.4

Ordered by count of non-hydrogen atoms (smallest number first): some entries from above.
compound | Cneo AK release | PGC1a acetyl inh | PglD inh | E-sel inducer | ERAP1 inh | miR-122 sensor | RAD54 inh | RAD52 anneal inh
COc1ccc(C(=O)CN2C(=O)c3ccccc3S2(=O)=O)cc1 | 5.0 | -5.6 | 4.3 | . | -0.1 | 4.5 | -8.9 | -0.6
CN(C)/C=C/C(=O)c1ccc([N+](=O)[O-])c(CS(=O)(=O)c2ccc(Cl)cc2)c1 | -0.7 | . | -0.7 | -0.1 | 5.4 | . | 5.6 | 3.2
COc1ccc(NC(=O)N2CCCC(C(=O)Nc3cccc(C)c3C)C2)cc1 (configuration not stated) | . | . | . | -0.3 | -4.5 | -11.4 | . | -5.1

(list continues)
compound | Cneo AK release | PGC1a acetyl inh | PglD inh | E-sel inducer | ERAP1 inh | miR-122 sensor | RAD54 inh | RAD52 anneal inh
CCCCC(=O)NCCNC(=O)c1cc(OCC(F)(F)F)ccc1OCC(F)(F)F | 1.6 | 10.5 | -7.9 | . | . | -7.1 | -3.5 | .
Cc1ccc(NC(=O)c2ccc3c(c2)CCN3S(C)(=O)=O)cc1 | -1.0 | . | -1.8 | . | -11.0 | -2.5 | 1.8 | 4.2
Cc1ccc2c(c1)c1c3n2CCCNC3CCC1 (configuration not stated) | 3.9 | -5.5 | 3.3 | . | . | -1.6 | 13.1 | .
CCC(=O)Nc1ccc2c(c1)C(=O)N(C)C[C@@H](OC)[C@@H](C)CN(C(=O)c1cnccn1)[C@@H](C)CO2 | 0.1 | -5.9 | -4.6 | 0.2 | 0.7 | . | 4.2 | -3.2
COc1ccccc1NC(=O)CSc1nc2ccccc2c(=O)n1CCNC(C)=O | . | -1.2 | 0.0 | . | 2.6 | -5.7 | 4.6 | -7.8
COc1cc2cc(CN(CCN3CCCC3)C(=O)Nc3ccccc3Cl)c(=O)[nH]c2cc1OC | 1.4 | -8.1 | -3.0 | . | . | -3.6 | 9.8 | .
COc1ccc(S(=O)(=O)Nc2ccc3c(c2)C(=O)N([C@@H](C)CO)C[C@@H](C)[C@H](CN(C)Cc2ccccc2)OCCCC[C@@H](C)O3)cc1 | 1.4 | -10.4 | -1.4 | 0.2 | . | -5.9[16.7 µM] | -1.3 | .
O=C1Nc2ccccc2C1=Nc1ccc(Br)cc1 | -0.9 | 21.6 | 2.2 | 0.4 | -0.3 | -4.2 | -11.1 | -6.7
CC(C)(C)CC(C)(C)NCC(O)COc1ccc2c(c1)CCC2 (configuration not stated) | 4.3 | -20.3 | 2.5 | . | 8.6 | -0.6 | 3.0 | 19.2
Nn1c(Cc2ccccc2)nc2ccccc2c1=O | 6.0 | 2.7 | -5.0 | 2.1 | . | -14.3 | 3.6 | -6.7
O=C(C[C@@H]1CC[C@@H](NC(=O)c2ccc3c(c2)OCO3)[C@H](CO)O1)NC1Cc2ccccc2C1 | -1.1 | 3.9 | 0.8 | -0.4 | 0.5 | -17.2[16.7 µM] | -3.7 | -9.7
COc1ccc(NC(=O)N(C)C[C@@H]2Oc3c(NC(=O)Nc4ccc5c(c4)OCO5)cccc3C(=O)N([C@@H](C)CO)C[C@H]2C)cc1 | 0.7 | -3.2 | 5.9 | . | 1.1 | 6.3[16.7 µM] | -3.5 | -2.1
